HCT116 PTEN-null: suppresses growth of cells with PTEN deletion; HCT116 PTEN-null viability, CellTiter-Glo, 60 h; active compounds read low; viability, % at 10 µM; hit rate 1.2% among 140,000; AID 827;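 active means viability at or below a set limit, 4 SD under the median of all tested compounds, cut at about 3.7% in these data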;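 further: PTEN knockout HCT116 line with beta catenin targeted HCT116 as companion control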
E-sel TNF inh: TNF alpha driven E-selectin expression inhibition | inhibition, % at 2 µM | hit rate 0.71% among 120,000 | HUVEC TNFa-induced E-selectin immunofluorescence, high content | AID 1246;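 active means inhibition above the batch mean plus 3 SD, and confirmed as a hit on visual image review, cut at about 43% in these data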;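 further: 0% = TNF-stimulated DMSO wells and 100% = unstimulated control wells; not every result past the cut was called active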
BB579 growth dn: yeast BB579 growth reduction in restrictive medium; inhibition, % at 10 µM; AID 804; hit rate 0.51% among 140,000; S. cerevisiae BB579 growth, OD615, 48 h;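 active means inhibition above a set limit, 3 SD over the mean compound inhibition, cut at about 44% in these data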; further: inactives centre near -24
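test system = yeast BB579 (DeaD) | buffer or medium = restrictive CSMM-D medium | doses = single compound dose of 10 µM, 0.25% DMSO final | times = 4 h preincubation and 48 h exposure at 30 °C | technique = culture absorbance at 615 nm | benchmarks = amphotericin B 10 µg/mL, positive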
Phagocytosis inh: blocks phagocytosis by macrophages. J774A.1 macrophage IgG-bead phagocytosis, imaging. inhibition, % at 5 µM. hit rate 0.07% among 110,000;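 active means inhibition above the mean of the plate negative controls plus 5 SD, cut at about 13% in these data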;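 further: phagocytic index as fraction of beads internalized from green versus red external bead signal; plate controls were DMSO negative control for no effect and cytochalasin-D positive control for full effect; some results beyond the cut were filed as inactive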
GALR2 blocker: GALR2 (human) receptor antagonism. hit rate 0.39% among 140,000. GALR2-expressing cells, antagonist mode. inhibition, % at 4 µM. O43603. AID 828; in the data active means inhibition above about 27%;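 further: cells stimulated with galanin 1-16 at roughly its EC80; 0% = agonist challenge control and 100% = basal control without agonist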
Target sequence (O43603 whole entry, looked up): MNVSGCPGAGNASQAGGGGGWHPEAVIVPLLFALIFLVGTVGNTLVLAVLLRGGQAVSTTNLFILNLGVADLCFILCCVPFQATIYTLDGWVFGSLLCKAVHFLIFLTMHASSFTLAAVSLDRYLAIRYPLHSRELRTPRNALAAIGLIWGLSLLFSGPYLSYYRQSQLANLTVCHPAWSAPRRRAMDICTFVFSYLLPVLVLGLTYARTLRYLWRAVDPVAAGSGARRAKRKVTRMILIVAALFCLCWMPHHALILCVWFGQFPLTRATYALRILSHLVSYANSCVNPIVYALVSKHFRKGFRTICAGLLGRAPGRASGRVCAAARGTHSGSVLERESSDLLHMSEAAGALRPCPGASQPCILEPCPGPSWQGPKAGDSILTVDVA
Yeast lifespan up: extends the lifespan of yeast. S. cerevisiae growth with nicotinamide, OD615; deaD strain in restrictive glucose medium. inhibition of the nicotinamide effect, % at 10 µM. hit rate 0.68% among 130,000. AID 775;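 active means inhibition above a set limit, placed 3 SD over the median of all compounds, cut at about 26% in these data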;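 further: 0% = nicotinamide-treated wells and 100% = cells grown without nicotinamide; some compounds called inactive have numbers as strong as hits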
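System: Modified budding yeast, DeaD strain | Buffer or medium: Restrictive glucose medium | Also added: 1.5 mM nicotinamide | Doses: 10 µM single point, 0.25% DMSO | Schedule: 48 h compound exposure at 30 °C, humidified | Detection: Absorbance at 615 nm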
MRP-1 activ: MRP-1 activation; H69AR cells + doxorubicin, viability rescue, CellTiter-Glo; viability increase, % at 10 µM; hit rate 0.61% among 140,000; AID 799;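 active means viability gain under doxorubicin at or above a set limit, the compound median plus 3 SD, cut at about 4.7% in these data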;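 further: MRP-1 overexpressing cells given doxorubicin 25 µM after compound pretreatment; 18-22 h compound pretreatment then 72 h with doxorubicin before readout; 0% = doxorubicin-only wells and 100% = vehicle-treated cells without doxorubicin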
NPY-Y2 antag: antagonists of human neuropeptide Y receptor Y2. P49146. NPY-Y2 expressing cells, antagonist mode. inhibition, % at 2.7 µM. hit rate 0.99% among 140,000. AID 793; in the data active means inhibition above about 17%;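 further: 0% = vehicle with agonist challenge and 100% = reference antagonist with challenge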
Target sequence (P49146 whole entry, looked up): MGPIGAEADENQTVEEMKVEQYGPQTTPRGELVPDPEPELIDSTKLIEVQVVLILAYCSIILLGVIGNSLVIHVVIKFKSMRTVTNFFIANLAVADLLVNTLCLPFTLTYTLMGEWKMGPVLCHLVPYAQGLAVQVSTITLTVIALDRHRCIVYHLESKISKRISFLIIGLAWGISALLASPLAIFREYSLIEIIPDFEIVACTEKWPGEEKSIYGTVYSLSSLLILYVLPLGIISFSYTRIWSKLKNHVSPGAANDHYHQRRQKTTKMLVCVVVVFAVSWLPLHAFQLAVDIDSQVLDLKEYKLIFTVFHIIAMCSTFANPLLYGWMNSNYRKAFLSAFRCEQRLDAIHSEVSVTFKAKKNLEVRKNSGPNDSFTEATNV
Measles CPE: protection of cells from measles virus. Measles virus-infected cells, CPE protection, absorbance. protection (pct of control), % at 4 µM. hit rate 1.5% among 140,000. AID 841; in the data active means protection mostly above about 24%, no sharp cut-off; inactive means mostly below about 26%; further: some compounds called inactive have numbers as strong as hits
bCat KO growth: beta-catenin-lacking colon tumor cell growth suppression; viability, % at 10 µM; hit rate 1.5% among 140,000; HCT116 beta-catenin knockout viability, CellTiter-Glo, 60 h; active compounds read low;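 active means viability at or under a set limit, the compound median less 4 SD, cut at about 6% in these data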;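 further: 0% = Hyamine 1622 control at 20 µM and 100% = untreated cell control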
* hit, by the source's call; . = no result given.

1) COc1cccc(-c2csc3nnc(SCC(=O)NCc4cccs4)n23)c1
2) O=C(NCCCCCCNC(=O)OC1CCS(=O)(=O)C1)OC1CCS(=O)(=O)C1 (stereo not given)
3) CCOc1ccc(C(Nc2ccc(C)cc2)P2(=O)OCC(C)(C)CO2)cc1 (stereo not given)
4) O=C(CCSc1nnc(-c2ccncc2)o1)Nc1ccc(F)cc1
5) Cc1cccc(C)c1NC(=O)CSc1nc(C)c(CC(=O)c2ccc(Br)cc2)c(C)c1C#N
6) C/C(N)=C(/C#N)C(=O)COC(=O)C(NS(=O)(=O)c1ccc(Cl)cc1)C(C)O (stereo not given)
7) Cc1cc(C)c(S(=O)(=O)Nc2ccc(O)c(Sc3ncn[nH]3)c2)c(C)c1
8) CCOC(=O)NC(=O)CSc1nc(C)cc(C(F)(F)F)c1C#N
9) CCn1c(SCC(=O)Nc2nc(C)cs2)nnc1C(C)NC(=O)c1ccccc1 (stereo not given)
10) Cc1ccc(S(=O)(=O)NN2C(=O)c3ccccc3NC2(C)C)cc1

compound no.,1,2,3,4,5,6,7,8,9,10
HCT116 PTEN-null,87,100,87,85,51,95,94,99,94,92
E-sel TNF inh,-10,7,-6,.,-46,43,.,6,-2,-14
BB579 growth dn,-24,-47,-4,4,4,-22,15,-19,-10,-10
Phagocytosis inh,0,0,-6,0,.,0,4,-2,-1,5
GALR2 blocker,5,-4,-5,13,4,2,4,3,2,-2
Yeast lifespan up,6,-1,-3,2,-14,-6,14,-1,-5,1
MRP-1 activ,-2.0,-1.1,-3.0,-3.2,-0.3,-0.3,1.8,-1.7,-2.5,-0.9
NPY-Y2 antag,0,2,1,-1,1,3,1,7,-2,1
Measles CPE,8,23,12,13,0,4,4,13,5,4
bCat KO growth,90,86,83,84,53,92,97,106,91,95

11) CC(=O)CSc1nnc(NC(=O)CCc2ccccc2)s1
12) Cc1cc(N2C(=O)C(O)=C(C(=O)c3cccs3)C2c2cccc(O)c2)no1 (stereo not given)
13) CCCC1=[N+](CC(=O)c2ccccc2)CCn2cccc21
14) Cc1ccc(N2CC(C(=O)N3CCCc4ccccc43)CC2=O)cc1 (stereo not given)
15) COc1ccc(Cl)cc1S(=O)(=O)N1CCCC1
16) COC(=O)c1cc(OC)c(OC)cc1N
17) COc1ccc(CNC(=O)c2cccc(-c3ccc(C)c4ccccc34)n2)cc1
18) Cc1cc(/C=C2\SC(=Nc3ccc(F)cc3)NC2=O)c(C)n1-c1ccc(S(N)(=O)=O)cc1
19) COc1ccc(C2C(C(C)=O)=C(O)C(=O)N2CCc2c[nH]c3ccccc23)cc1OC (stereo not given)
20) Cc1[nH]n(-c2ccccc2)c(=O)c1C(C[N+](=O)[O-])c1ccc(F)cc1 (stereo not given)

compound no.,11,12,13,14,15,16,17,18,19,20
HCT116 PTEN-null,100,95,84,96,101,87,47,2.8*,98,17
E-sel TNF inh,18,-71,.,-2,3,-22,.,4,10,-8
BB579 growth dn,-34,-26,0,5,-25,-38,-41,-8,-22,-21
Phagocytosis inh,.,.,-8,1,0,.,.,3,-1,-4
GALR2 blocker,4,-4,9,-3,-22,-5,1,12,2,9
Yeast lifespan up,3,-9,3,59,1,-8,-1,-6,-7,15
MRP-1 activ,-1.6,-2.3,0.4,0.3,-0.8,-2.4,-2.9,-6.1,0.5,-3.8
NPY-Y2 antag,2,3,2,1,14,-1,6,2,2,9
Measles CPE,3,19,18,2,1,11,5,7,6,5
bCat KO growth,98,94,80,104,98,90,49,10,96,16

Reprinted at random: 3 compounds from above
16) COC(=O)c1cc(OC)c(OC)cc1N
13) CCCC1=[N+](CC(=O)c2ccccc2)CCn2cccc21
18) Cc1cc(/C=C2\SC(=Nc3ccc(F)cc3)NC2=O)c(C)n1-c1ccc(S(N)(=O)=O)cc1

compound no.,16,13,18
HCT116 PTEN-null,87,84,2.8*
E-sel TNF inh,-22,.,4
BB579 growth dn,-38,0,-8
Phagocytosis inh,.,-8,3
GALR2 blocker,-5,9,12
Yeast lifespan up,-8,3,-6
MRP-1 activ,-2.4,0.4,-6.1
NPY-Y2 antag,-1,2,2
Measles CPE,11,18,7
bCat KO growth,90,80,10

Other compounds follow:
21) CCCCCCCC(=O)NC(Nc1ccc(S(N)(=O)=O)cc1)C(Cl)(Cl)Cl (stereo not given)
22) CC1(C)Cc2cccc(OCC(=O)O)c2O1
23) CCOC(=O)c1oc2ccccc2c1N
24) CCOc1cccc(-c2nnc3sc(-c4cc(OC)c(OC)c(OC)c4)nn23)c1
25) COc1ccc(C(=O)Sc2ccc(Cl)cc2)cc1OC
26) CN(CC(=O)Nc1ccc(N2CCOCC2)cc1)CC(=O)Nc1cccc(C#N)c1
27) CCn1c(SCC(=O)Nc2ccc(Cl)cc2)nc2nc3c(cc2c1=O)CCCC3
28) Cc1onc(-c2ccccc2)c1-c1n[nH]c(=S)n1-c1ccccc1Cl
29) CCCCOc1ccc(C2OC34CCCCC3C(C#N)(C#N)C2(C#N)C(=N)O4)cc1 (stereo not given)
30) Nc1ccc(C2=Nc3cccc4cccc(c34)N2)cc1

compound no.,21,22,23,24,25,26,27,28,29,30
HCT116 PTEN-null,65,95,100,27,77,101,74,90,100,93
E-sel TNF inh,15,34,-13,-29,16,-3,.,3,24,-1
BB579 growth dn,-2,-20,-13,-15,-25,-36,-47,-25,2,-25
Phagocytosis inh,.,.,-1,0,-4,-6,.,.,-1,-8
GALR2 blocker,-9,15,-8,10,-9,2,-3,16,-3,16
Yeast lifespan up,-16,-4,-10,.,-16,2,9,-21,-4,-5
MRP-1 activ,-0.8,-2.7,-1.7,-6.7,-2.4,-0.2,0.9,-2.9,-2.1,0.6
NPY-Y2 antag,2,2,-1,6,2,2,6,5,2,2
Measles CPE,9,1,18,23,7,4,22,29,3,10
bCat KO growth,57,90,99,33,83,92,83,88,89,98

31) CC(=O)NC(N1CCCCC1)C(F)(F)C(F)(F)C(F)(F)C(F)F (stereo not given)
32) O=C(COc1ccc(Br)cc1Br)NC(=S)Nc1cccc(CO)c1
33) COc1ccc(C2CC(C)=NN2C=O)cc1OC (stereo not given)
34) CCn1ncc(/C=N\NC(=O)COc2ccccc2)c1C
35) O=c1oc2ccccc2cc1-c1cn(-c2ccccc2)c(=S)[nH]1
36) COc1ccccc1N(CC(=O)Nc1ccc(F)c(F)c1)S(C)(=O)=O
37) O=C(N/N=C/c1ccccn1)C1CC1
38) O=C(Nc1ccccc1Cl)C1(c2ccccc2)CC1(Cl)Cl (stereo not given)
39) N#Cc1nc(Cc2cccc3ccccc23)oc1NCc1ccc2c(c1)OCO2
40) Cc1ccc(OCC(=O)Nc2ccc3c(c2)nc(CCN2CCOCC2)n3C)cc1

compound no.,31,32,33,34,35,36,37,38,39,40
HCT116 PTEN-null,95,92,82,91,24,101,101,84,65,85
E-sel TNF inh,-43,12,3,.,-4,.,-9,-48,1,3
BB579 growth dn,4,-23,-30,-13,-63,-39,-39,-49,-34,5
Phagocytosis inh,0,1,-5,-3,-5,-1,2,-2,.,-1
GALR2 blocker,-2,2,7,9,4,3,14,3,7,-2
Yeast lifespan up,-8,-1,-13,-1,4,-12,-7,-3,-2,-15
MRP-1 activ,-2.5,-1.7,-1.6,-2.8,-3.5,-0.2,-1.4,-0.6,-2.2,-6.6
NPY-Y2 antag,0,3,-1,1,3,1,0,8,4,2
Measles CPE,1,6,4,12,8,1,41,1,2,5
bCat KO growth,93,93,91,102,18,98,93,87,74,67

41) Nc1c(C(=O)NCc2ccc3c(c2)OCO3)nnn1-c1ccc(OC(F)(F)F)cc1
42) C/C(Cc1ccccc1)=N\NC(=O)CNC(=O)c1ccccc1Br
43) Cc1ccn2cc(-c3ccc(NS(=O)(=O)c4ccccc4)cc3)nc2c1
44) O=C(COC(=O)c1cc(-c2ccc(Cl)s2)nc2ccccc12)NCc1ccco1
45) CCCNc1nc2c(c(=O)[nH]c(=O)n2C)n1CCc1ccccc1
46) Nn1c(SCC(=O)Nc2ccc3c(c2)OCO3)nnc1C1CC1
47) COC(=O)[C@@H]1CC[C@H](C)[C@@H](c2ccc(C)cc2)N1C(=O)c1ccc(/C=N/O[C@H](C)c2cn([C@@H]3COC[C@H]3O)nn2)cc1
48) CCc1cc(/C(Cc2ccccn2)=N\O)c(O)cc1O
49) CCCCCN1CC(O)=C(c2nc(-c3ccc(Cl)cc3)cs2)C1=N
50) CCOCCCNC(=O)c1c(-c2ccccc2)noc1C

compound no.,41,42,43,44,45,46,47,48,49,50
HCT116 PTEN-null,98,95,94,62,84,94,78,87,82,102
E-sel TNF inh,33,.,.,11,-7,-6,8,19,2,19
BB579 growth dn,-41,-55,-21,-28,-67,-31,-23,-7,-32,-2
Phagocytosis inh,1,-4,-4,-1,-2,-1,.,-1,.,-1
GALR2 blocker,-7,-3,2,-14,-4,-6,-14,-4,-4,-8
Yeast lifespan up,4,5,-1,1,0,0,-2,3,0,-7
MRP-1 activ,2.3,-0.7,1.7,-2.7,-0.5,-3.4,-2.3,-2.2,-2.1,-0.9
NPY-Y2 antag,3,2,2,2,2,2,2,5,-2,-1
Measles CPE,54*,5,3,2,14,3,18,26,5,2
bCat KO growth,83,94,91,53,76,94,86,75,78,101

Screens: PubChem BioAssay, several laboratories
